Assay outcomes from PubChem.
MITF primary: inhibitors of human MITF; O75030; AlphaScreen MITF homodimerization, bead proximity signal; inhibition, % at 2.6 µM; 0.91% of 650,000 active; in the data active = inhibition above about 50%;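 note: 0% = vehicle wells with protein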
Target sequence (O75030 whole entry, looked up): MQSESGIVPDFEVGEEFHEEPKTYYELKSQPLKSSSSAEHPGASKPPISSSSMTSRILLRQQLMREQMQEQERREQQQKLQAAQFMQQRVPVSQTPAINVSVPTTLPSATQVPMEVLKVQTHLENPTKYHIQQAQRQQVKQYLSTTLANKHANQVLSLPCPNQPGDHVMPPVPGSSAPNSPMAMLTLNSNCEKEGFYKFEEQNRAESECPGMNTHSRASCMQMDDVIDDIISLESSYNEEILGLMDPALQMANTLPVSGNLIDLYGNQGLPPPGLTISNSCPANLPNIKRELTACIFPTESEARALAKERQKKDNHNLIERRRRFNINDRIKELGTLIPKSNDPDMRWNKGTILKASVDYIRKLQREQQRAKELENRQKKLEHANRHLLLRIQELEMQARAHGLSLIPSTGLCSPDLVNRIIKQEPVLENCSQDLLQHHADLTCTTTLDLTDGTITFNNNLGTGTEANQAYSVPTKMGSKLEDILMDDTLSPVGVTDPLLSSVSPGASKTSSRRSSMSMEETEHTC
TEAD-YAP inh: TEAD-YAP interaction inhibition; HEK-TIYL cells, TEAD-Gal4/YAP UAS-luciferase luminescence; inhibition, % at 9.12 µM; 1.4% of 640,000 active; in the data active = inhibition above about 32%;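 note: 0% = median of test compound wells and 100% = reference inhibitor wells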
GPR151 activ: human GPR151 activation. Q8TDV0. activation, % at 11.2 µM. 1% of 650,000 active. PathHunter beta-arrestin GPR151 cells, luminescence; in the data active = activation above about 4.9%;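 note: 0% = median of compound wells and 100% = cells with positive control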
Target sequence (Q8TDV0 whole entry, looked up): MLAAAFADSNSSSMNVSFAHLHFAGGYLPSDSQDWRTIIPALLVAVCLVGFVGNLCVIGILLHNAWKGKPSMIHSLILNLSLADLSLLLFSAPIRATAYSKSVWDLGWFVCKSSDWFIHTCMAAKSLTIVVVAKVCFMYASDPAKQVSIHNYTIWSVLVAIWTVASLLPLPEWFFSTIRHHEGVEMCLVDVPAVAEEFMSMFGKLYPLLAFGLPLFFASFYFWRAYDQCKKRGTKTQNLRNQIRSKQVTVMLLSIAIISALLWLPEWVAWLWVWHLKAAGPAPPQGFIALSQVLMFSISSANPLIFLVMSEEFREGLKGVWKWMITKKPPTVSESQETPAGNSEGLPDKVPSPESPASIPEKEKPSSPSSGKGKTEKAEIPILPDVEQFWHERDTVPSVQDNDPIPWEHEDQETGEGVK
FBW7 activator: human FBW7 E3 ligase activation, primary screen; 0.13% of 650,000 active; AlphaScreen FBW7–phospho-cyclin E peptide binding, activator screen; normalized activity (activation), % at 26.1 µM; AID 1259310; Q969H0; in the data active = normalized activity above about 1.9%;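 note: purified mutant Fbw7 with reduced substrate affinity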
The depositor's hits bear a star.

Compound,MITF primary,TEAD-YAP inh,GPR151 activ,FBW7 activator
Cc1ccc(C2=NN(CC(=O)N3CCN(Cc4ccccc4)CC3)C(=O)CC2)cc1,-2,-1,-0.8,-0.2
CCOC(=O)Cn1cnc2scc(-c3ccc(C)cc3)c2c1=O,7,0,-0.2,0.0
O=C(Nc1cccc(O)c1)c1cnn2c(C(F)(F)F)cc(-c3ccc(F)cc3)nc12,-7,-10,-0.9,0.2
COc1ccccc1CNC(=O)CCCOc1cccc(Br)c1,-8,2,-0.2,0.1
COc1cc(OC)cc(C(=O)NC(=S)Nc2ccc(NC(=O)c3ccco3)cc2)c1,12,9,-0.1,0.2
COc1cc(Br)c(CC(N)=O)cc1OC,6,-2,-0.4,0.1
COc1ccc(NC(=O)c2c(NC(=O)c3ccco3)sc3c2CCCCC3)cc1,1,-6,1.6,-0.1
COc1ccc(OC)c(NC(=O)CS(=O)(=O)c2ccc(C)cc2)c1,5,6,0.5,-0.2
CCCCN(CC)C(=O)CSc1nc2ccccc2c(=O)n1CCCN1CCC(C)CC1,9,-2,0.4,0.3
O=C(Cc1ccc([N+](=O)[O-])cc1)N1CCN(c2ncccn2)CC1,20,-2,0.3,0.5
COc1cccc(CNC(=O)C(Cc2ccccc2)NS(=O)(=O)c2cccs2)c1 (stereo unspecified),-4,18,0.8,0.0
COc1cccc(C(=O)N2CCN3C(=O)[C@@H](C)NC(=O)[C@H]3C2)c1,-16,3,0.2,0.1
CCS(=O)(=O)c1ccc(O)c(NC(=O)/C=C/c2ccccc2)c1,7,-42,-0.3,0.9
Cc1ccc2c(c1)N(CC(=O)Nc1ccc3c(c1)OCCO3)C(=O)CO2,11,14,-1.4,0.0
O=C(Nc1ccccc1)OC1CS(=O)(=O)CC1OC(=O)Nc1ccccc1 (stereo unspecified),17,-7,-0.5,0.0
COC(=O)Cc1c(C)c2cc(Cl)c(OC(C)C(C)=O)cc2oc1=O (stereo unspecified),5,-56,-0.6,-0.1
COCCNC(=O)CNS(=O)(=O)c1c(C)c(C)cc(C)c1C,-15,-3,1.6,-0.1
Cc1noc(NS(=O)(=O)c2ccc(NC(=O)c3ccc([N+](=O)[O-])o3)cc2)c1C,12,6,1.2,0.0
OC(c1cccnc1)c1ccc2c(c1)CN(Cc1ccc3c(c1)CCO3)CCO2 (stereo unspecified),15,4,0.3,1.0
CC(=O)Oc1ccc(N2C(=O)C3C(C2=O)C2(C)c4ccccc4C3(C)c3ccccc32)cc1 (stereo unspecified),8,-5,0.9,0.1
Cc1ccc(CN2CCN(CC(=O)NCc3ccccc3)C2=O)cc1,2,4,1.5,0.0
Cc1ccc(SCC(=O)O/N=C(\N)c2ccccc2)cc1,5,1,-1.0,0.2
COc1ccc(C(=O)Nc2sc(C)c(C)c2-c2nc3ccccc3s2)cc1,3,1,0.6,-0.1
COC(=O)c1ccc(Oc2ncnc3scc(-c4ccccc4)c23)cc1,-1,-24,-2.0,0.0
O=C(c1cc(F)ccc1F)N1CCN2C(=O)[C@@H]3CSCN3C(=O)[C@H]2C1,-13,-2,-0.6,0.1
CCOC(=O)CSC1=C(C#N)C(c2ccc(C(C)C)cc2)CC(=O)N1 (stereo unspecified),8,-7,0.5,0.1
COc1cc(C=O)cc(I)c1OC(=O)Cc1ccccc1,-6,-1,0.8,-0.1
Cc1cc(C)nc(NS(=O)(=O)c2ccc(Nc3nc(-c4ccc(F)cc4F)cs3)cc2)n1,4,10,1.4,-0.2
CCOc1ccc(NCCC(=O)c2ccc(NS(C)(=O)=O)cc2)cc1,-2,-4,-0.2,0.0
Cc1ccc(NC(=O)/C(Cl)=C\c2ccccc2)cc1,14,65*,-3.9,0.8

3 structures already listed, sorted by SMILES length, ascending.
Compound,MITF primary,TEAD-YAP inh,GPR151 activ,FBW7 activator
Cc1ccc(SCC(=O)O/N=C(\N)c2ccccc2)cc1,5,1,-1.0,0.2
Cc1ccc(CN2CCN(CC(=O)NCc3ccccc3)C2=O)cc1,2,4,1.5,0.0
O=C(c1cc(F)ccc1F)N1CCN2C(=O)[C@@H]3CSCN3C(=O)[C@H]2C1,-13,-2,-0.6,0.1

Later entries.
Compound,MITF primary,TEAD-YAP inh,GPR151 activ,FBW7 activator
CCn1c(O)c(/C=N/c2nc3ccccc3[nH]2)sc1=S,-14,-68,-4.4,-0.2
CC(=O)NCCNC(=O)Cc1sc(Nc2ccccc2)nc1-c1ccccc1,-2,-23,-2.3,0.0
CC(Cc1ccco1)NC(=O)Nc1ccccc1Cl (stereo unspecified),5,-6,0.0,-0.1
CCN(CC)c1ccc(S(=O)(=O)N2CCOCC2)cc1NC(=O)[C@H](C)NC(N)=O,9,2,0.2,0.1
Cn1ccnc1C1(O)CCN(C(=O)CC2CCCCC2)CC1,13,3,-1.2,-0.2
Cc1c(C(=O)Nc2ccccc2F)sc2ncn(C)c(=O)c12,19,-35,0.0,0.0
Cc1c(O)ccc2c(CN3CCC4(CC3)OCCO4)cc(=O)oc12,-2,-2,-2.8,0.0
CC1(C)CC(=O)C2=C(C1)N(c1cccc(Br)c1)C(N)=C(C#N)C2c1ccsc1 (stereo unspecified),3,3,-0.5,0.3
COc1cccc(-n2nc(C(=O)N3CCC(C)CC3)c3ccccc3c2=O)c1,7,-2,0.6,0.0
O=C(c1cc2n(n1)C(C(F)(F)F)CC(c1ccc(Cl)cc1)N2)N1CCCC1 (stereo unspecified),0,3,-0.8,0.1
COC(=O)c1ccc(N2C(=O)/C(=C\c3ccncc3)SC2=S)cc1,13,-16,-1.3,0.1
Cc1cc(OC(=O)c2ccccc2C(F)(F)F)c([N+](=O)[O-])c(=O)[nH]1,-3,-3,-0.3,-0.1
CCCCC[n+]1ccc(N2C(=O)c3ccccc3C2=O)cc1,3,3,0.1,-0.1
Cc1cccc2cc(C#N)c(SCC(=O)NCc3ccc4c(c3)OCO4)nc12,-16,2,-0.9,0.1
O=C(NCc1cccnc1)c1cc(-c2ccco2)[nH]n1,12,-9,-0.1,0.4
Cc1cc2c(c(=O)n1Cc1ccco1)C(c1ccc(Br)cc1)C(C#N)=C(N)O2 (stereo unspecified),5,17,1.1,0.0
CC(C)c1ccc(NC(=O)c2ccc(F)c(S(=O)(=O)N3CCN(c4ccccc4Cl)CC3)c2)cc1,-5,22,0.0,-0.1
CCOC(=O)c1oc2ccccc2c1NC(=O)c1ccccc1C,11,-2,0.4,0.4
Cn1c(C(=O)NCc2cccnc2)cc2c(=O)n3ccccc3nc21,-8,-49,-0.3,1.4
CCOc1ccc(NC(=O)CCCc2nc(-c3ccc(Cl)cc3)no2)cc1,2,8,1.0,-0.3
COc1cccc(C2c3c(oc4ccccc4c3=O)C(=O)N2CCO)c1 (stereo unspecified),11,7,8.0*,0.0
CN(C)c1ccc(NC(=O)Oc2ccccc2)cc1,3,21,4.4,-0.3
O=C(Nc1ccc2c(c1)OCO2)c1cc2nc(-c3ccccc3)cc(C(F)(F)F)n2n1,0,4,1.5,-0.2
COC(=O)Nc1ccc2c(c1)N(C(=O)CCl)c1ccccc1CC2,9,12,-0.2,0.1
CC1=C(C(=O)OC(C)C)C(c2cccnc2)C(C#N)=C(N)O1 (stereo unspecified),15,7,1.7,0.2
Nc1ccc2nc(SCC(=O)Nc3cccc4ccccc34)sc2c1,12,-5,-0.3,0.0
CCc1cccc(NCc2c(CO)cnc(C)c2O)c1,3,-10,-1.1,0.4
COc1ccc(N(C(C)C(=O)Nc2ccccc2-c2ccccc2)S(C)(=O)=O)cc1 (stereo unspecified),-3,0,-0.4,-0.1
O=C(Nc1cccc([N+](=O)[O-])c1)c1cc(S(=O)(=O)Nc2ccccn2)ccc1Cl,6,7,0.1,-0.1
Cc1cc(I)ccc1N1C(=O)C2C3C=CC(C3)C2C1=O (stereo unspecified),-6,-2,0.7,0.0
O=C(NCc1ccccc1Cl)C1CC(=O)N(c2ccc(Br)cc2)C1 (stereo unspecified),12,4,-0.6,0.3
O=C1NC2(CCN(Cc3cccn3-c3cccnc3)CC2)Oc2ccccc21,8,-5,-0.7,-0.2
Cc1ccc(-c2nnc(SCC(=O)Nc3cccc(Cl)c3C)nc2-c2ccc(C)cc2)cc1,3,16,0.1,0.1
CCOc1ccc(Nc2cc(C)nc3c(C)cc(C)cc23)cc1,4,10,0.5,0.1
NC(=O)c1ccc(NS(=O)(=O)c2ccc(S(N)(=O)=O)cc2)cc1,4,0,1.7,0.0
CCCCC(=O)NCCN1CCN(C(=O)OC)CC1,-4,-5,0.4,0.4
O=C1N(c2ccccc2)C(c2ccc(F)cc2)C1(F)F (stereo unspecified),5,-5,2.1,0.2
CC(=O)Nc1nc(-c2ccc(Cl)c(Cl)c2)nc2c1c(=O)oc1ccccc12,-3,-13,-1.5,0.6
CCOC(=O)c1c(NC(=O)C(C)Sc2nnc(CNC(=O)c3ccc(OC)c(OC)c3)n2Cc2ccccc2)sc2c1CCC2 (stereo unspecified),0,1,-1.2,0.0
CC(=O)CCN1C(=O)C(=O)c2cc(Br)ccc21,7,16,0.0,-0.5
C=C(C)C1CC=C(C)/C(=N/NC(=O)COc2ccccc2C)C1 (stereo unspecified),16,0,-0.3,0.3
CC1(C)CC(=O)c2sc(NC(=O)c3cc([N+](=O)[O-])ccc3Cl)nc2C1,6,2,1.9,0.2
CCOc1ccc(C2Nn3c(nnc3-c3ccccc3)SC2C(=O)NCCOC)cc1 (stereo unspecified),2,6,1.0,0.0
CCOC(=O)c1cccc(Nc2c(C(=O)OCC)cnc3ccccc23)c1,5,0,0.5,0.2
CCCC(=O)N1c2ccccc2NC2=C(C(=O)CCC2)C1c1ccc(O)c(OC)c1 (stereo unspecified),14,-8,0.3,0.1
CCOCCCNC(=O)c1c(OC)cccc1OC,-4,6,0.8,0.0
CC1CCC2(CC1)NC(=O)N(Nc1ccc(S(=O)(=O)N3CCCC3)cn1)C2=O (stereo unspecified),-7,-13,0.1,0.1
CCC(C)c1ccccc1NC(=O)CSc1nc(N)cc(N)n1 (stereo unspecified),1,-3,-0.8,-0.2
Cc1ccccc1Nc1ncnc2c1cnn2C,15,-4,-1.0,0.0
COc1cccc(CNCCC2CCC(=O)N2Cc2cccc3ccccc23)c1 (stereo unspecified),-3,-10,0.1,-0.2
COC(=O)c1ccc(N=C2SC(C(=O)Nc3ccc(C(=O)O)cc3)CC(=O)N2C)cc1 (stereo unspecified),-8,12,0.7,0.0
COc1ccccc1-c1cc(C(=O)N2CCOCC2)no1,-8,-67,2.5,-0.2
COc1ccc(-c2csc(NC(=O)c3ccc(S(=O)(=O)N4CCOCC4)cc3)n2)c(OC)c1,-12,41*,0.1,0.1
C=CCNC(=O)c1ccc(C)c(I)c1,3,-3,1.6,0.0
O=C(COc1ccccc1)N1CCN(C(=O)c2ccco2)CC1,-11,-5,-0.4,-0.2
COc1ccc(C(=O)Nc2nn3c(-c4ccccc4)nnc3s2)cc1OC,3,-5,0.3,0.3
COC(=O)c1c(C)oc2cc(Br)c(OCc3ccc([N+](=O)[O-])cc3)cc12,21,-5,-1.0,-0.1
COc1ccc(OC)c(-c2cc(=O)[nH][nH]2)c1,4,3,1.3,-0.2
Cc1ccc(C(=O)C[n+]2cc(C)cc(C)c2)cc1,11,12,0.5,0.0

Five entries drawn at random from those above, as already listed:
Compound,MITF primary,TEAD-YAP inh,GPR151 activ,FBW7 activator
CC(=O)CCN1C(=O)C(=O)c2cc(Br)ccc21,7,16,0.0,-0.5
Cc1ccc(-c2nnc(SCC(=O)Nc3cccc(Cl)c3C)nc2-c2ccc(C)cc2)cc1,3,16,0.1,0.1
Cc1ccccc1Nc1ncnc2c1cnn2C,15,-4,-1.0,0.0
CCC(C)c1ccccc1NC(=O)CSc1nc(N)cc(N)n1 (stereo unspecified),1,-3,-0.8,-0.2
CC1CCC2(CC1)NC(=O)N(Nc1ccc(S(=O)(=O)N3CCCC3)cn1)C2=O (stereo unspecified),-7,-13,0.1,0.1

No enrichment for hits; any-hit rate near 3.4%.
